# Bioassay records: PubChem, Sanford-Burnham Center for Chemical Genomics
# Rpn11 block – inhibitors of human proteasome Rpn11; O00487; human 26S proteasome, Ub4-pepOG fluorescence polarization; 20S core pre-blocked with epoxomicin; calls only at 20 µM; 360,000 tested, 0.59% active; AID 588493;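 active means inhibition at 20 µM, scaled to each plate's controls, above about 33%, limit read from the data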
# LMPTP inh – LMPTP (human) inhibition. P24666. recombinant LMPTP-A, OMFP fluorogenic substrate, fluorescence intensity. inhibition, % at 20 µM. 360,000 tested, 0.22% active;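 active means compounds that cut the enzyme signal by at least half of the control window in the single-dose screen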;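 further: plate controls were DMSO wells with enzyme plus substrate for no effect and substrate without enzyme for full effect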
# Target sequence (P24666 whole entry, looked up): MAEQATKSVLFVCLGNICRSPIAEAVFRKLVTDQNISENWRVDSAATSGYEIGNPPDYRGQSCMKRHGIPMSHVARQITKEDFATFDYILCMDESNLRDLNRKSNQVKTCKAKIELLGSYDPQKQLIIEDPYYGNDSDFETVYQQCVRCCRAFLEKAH
#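 Assay system: LMPTP-A enzyme. Input: 0.625 nM LMPTP-A final. Probe or stimulus: 400 µM OMFP. Compound dosing: single 20 µM dose. Schedule: 50 min dark incubation at room temperature. Detection: fluorescence intensity of OMFP turnover product. Read-out: percent inhibition versus substrate-only and uninhibited controls. Benchmarks: no-enzyme low control, uninhibited high control.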
# STEP block – blocks human striatal-enriched tyrosine phosphatase; inhibition, % at 20 µM; AID 588621; recombinant STEP, OMFP fluorogenic substrate, fluorescence; P54829; 360,000 tested, 0.25% active;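 active means inhibition at 20 µM, scaled per plate between control wells, above about 37%, limit read from the data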;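 further: 0% = DMSO with enzyme and substrate and 100% = substrate only without enzyme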
#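 medium = Bis-Tris buffer pH 6.0, 2.5 mM DTT, 0.005% Tween 20 | test system = STEP (striatal-enriched tyrosine phosphatase) enzyme, cell-free | measure = normalized % inhibition | compound dosing = 20 µM, 1% DMSO | also added = 25 µM OMFP | schedule = reaction 20 min, ambient temperature | measured by = fluorescence read at 480 nm ex / 540 nm em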
# DNMT1 inh – inhibitors of human DNMT1; P26358; DNMT1 molecular beacon, Hinp1I cleavage, fluorescence; AID 588458; 360,000 tested, 0.83% active; inhibition (reported as % activation of signal), % at 10 µM; in the data active means inhibition above about 50%
# MT1-MMP act inh – MT1-MMP (human) activation inhibition; P50281; GFP/RFP ratio change, % at 20 µM; AID 651647; HT1080 RFP-PRO-GFP cells, GFP/RFP ratio fluorescence, overnight; percent of plate control window, DMSO zero; 360,000 tested, 0.061% active;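 active means GFP/RFP ratio change of at least 30% with cell ATP level not reduced by more than half and red fluorescence within 50% of control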; further: strong numbers were not always called active
#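 Assay system: HT1080 cells carrying an RFP-PRO-GFP reporter | Dosing: Single dose of 20 µM compound, 1% DMSO final | Incubation: Cells overnight before dosing, compound overnight, 37 °C, 5% CO2 | Evaluation: GFP/RFP fluorescence ratio | Control set: DMSO and RFP-L50D-GFP cell wells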
# CendR NRP1 mod – modulators of CendR peptide binding to human neuropilin-1; O14786; FAM-RPARPAR peptide binding to NRP-1, fluorescence polarization; inhibition, % at 25 µM; 360,000 tested, 0.85% active; AID 602438;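 active means inhibition or corrected inhibition above about 18%, plus a signal ratio from 0.5 to 1.5, limit read from the data, passing the limit was not always enough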; further: strong numbers were not always called active
# Target sequence (O14786 whole entry, looked up): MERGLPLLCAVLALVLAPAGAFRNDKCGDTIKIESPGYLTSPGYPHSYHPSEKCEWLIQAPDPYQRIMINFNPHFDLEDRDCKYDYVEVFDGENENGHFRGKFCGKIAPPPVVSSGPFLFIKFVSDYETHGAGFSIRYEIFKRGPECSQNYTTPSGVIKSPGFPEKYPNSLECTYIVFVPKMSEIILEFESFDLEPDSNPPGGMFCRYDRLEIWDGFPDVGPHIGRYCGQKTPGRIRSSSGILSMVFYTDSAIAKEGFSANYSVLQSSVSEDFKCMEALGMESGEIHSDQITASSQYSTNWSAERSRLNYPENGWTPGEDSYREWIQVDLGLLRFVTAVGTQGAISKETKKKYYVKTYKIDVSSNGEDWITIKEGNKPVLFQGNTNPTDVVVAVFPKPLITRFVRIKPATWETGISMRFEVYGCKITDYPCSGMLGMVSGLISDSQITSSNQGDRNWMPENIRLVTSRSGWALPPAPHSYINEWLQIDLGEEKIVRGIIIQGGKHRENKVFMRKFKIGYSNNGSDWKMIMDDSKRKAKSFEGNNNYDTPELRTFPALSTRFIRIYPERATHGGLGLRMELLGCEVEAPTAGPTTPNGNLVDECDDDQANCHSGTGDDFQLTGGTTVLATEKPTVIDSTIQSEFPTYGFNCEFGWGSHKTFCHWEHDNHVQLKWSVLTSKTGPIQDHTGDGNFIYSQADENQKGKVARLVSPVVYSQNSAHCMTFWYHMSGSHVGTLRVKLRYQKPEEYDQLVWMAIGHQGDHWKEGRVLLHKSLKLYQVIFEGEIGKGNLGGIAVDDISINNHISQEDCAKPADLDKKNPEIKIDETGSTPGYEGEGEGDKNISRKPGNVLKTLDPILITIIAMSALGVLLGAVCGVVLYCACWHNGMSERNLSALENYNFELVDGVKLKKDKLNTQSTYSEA
# SUMO1-SIM PPI – alters human SUMO1 binding to SIM partners. P63165. SUMO1 binding to a labelled peptide, TR-FRET, 1 h. inhibition, % at 20 µM. 360,000 tested, 0.33% active. AID 602429; in the data active means inhibition above about 37%
# NadD inh – NadD (S. aureus) enzyme inhibition | inhibition, % at 20 µM | 360,000 tested, 0.78% active | purified NadD enzyme, colorimetric absorbance read-out; in the data active means inhibition above about 26%; further: some compounds past the cut are filed as inactive
# Scp1 inh – Scp-1 (human) phosphatase inhibition; Q9GZU7; Recombinant Scp1, phosphopeptide, malachite green phosphate absorbance; inhibition, % at 20 µM; 340,000 tested, 0.88% active;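 active means inhibition above about 50% at 20 µM, limit read from the data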;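 further: plate controls were DMSO wells with enzyme for no effect and wells lacking enzyme for full effect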
#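 Material – SCP-1 phosphatase catalytic domain, residues 76-261 · Buffer or medium – Acidic Tris acetate buffer with magnesium and detergent · Also added – Phospho 17-mer peptide substrate · Compound – single 20 µM dose, 1% DMSO · Times – 45 min room-temperature reaction, 5 min colour, 30 min stabiliser · Technique – Phosphate-binding colour reagent, absorbance read at 630 nm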
# SKN-1 block – C. elegans SKN-1 inhibition | C. elegans VP596 Pgst-4::GFP/RFP ratio, acrylamide-induced, 24 h | inhibition, % at 21.8 µM | 360,000 tested, 0.49% active | AID 624304;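 active means interference check ratio from 0.5 to 1.5 plus GFP to RFP signal ratio inhibition reaching or exceeding a fixed threshold, cut at about 30% in these data, passing the limit was not always enough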; further: some compounds called inactive have numbers as strong as hits
# An asterisk follows results filed as active; i = inactive; . = not tested or not shown; + = active, no number.
cpd	canonical_smiles	Rpn11 block	LMPTP inh	STEP block	DNMT1 inh	MT1-MMP act inh	CendR NRP1 mod	SUMO1-SIM PPI	NadD inh	Scp1 inh	SKN-1 block
1	CC1(C)C2CCC1(C)C(OCCNCCOC(=O)Nc1ccccc1)C2 (stereo not drawn)	i	2.1	3.5	-1.4	-6.1	12.2	-1.1	-0.4	-12.3	22.0
2	N#Cc1cccc(S(=O)(=O)Nc2c(NC3CCCCC3)c3ccccc3oc2=O)c1	i	-0.5	1.3	-3.6	-2.1	8.7	8.7	-5.5	-7.4	14.7
3	CCCNC(=O)c1cc2c(c(-c3cccc(-c4cc5ccccc5o4)c3)n1)[C@@H](CCO)N(C(=O)NC(C)C)C2	.	3.1	.	.	-5.6	2.7	-3.2	-14.2	.	22.1
4	O=C(/C=C/c1ccc(S(=O)(=O)N2CCOCC2)cc1)NC(=S)Nc1ccc(Cl)cc1Cl	i	-2.5	1.7	-11.7	0.4	9.9	0.4	15.9	0.8	14.9
5	CCOc1ccc(OCCCC(=O)ON=C(N)c2ccccc2C)cc1	i	1.8	-0.4	4.0	-1.5	8.3	4.4	-6.1	-5.5	2.9
6	Cc1occc1-c1nnc(SCc2nc3ccccc3c(=O)n2CC#N)n1C	i	0.6	-2.8	-13.7	-13.5	-40.8	8.0	5.8	-7.3	-5.5
7	Nn1c(SCC(=O)Nc2ccc(F)cc2)nnc1-c1ccccn1	i	-1.8	2.4	-3.3	6.6	-3.7	0.0	3.7	-7.8	17.8
8	CC(=O)Nc1ccc(N=Nc2c(C)[nH]n(C(N)=S)c2=O)cc1	i	3.8	3.4	-1.4	7.3	-4.2	-25.4	2.2	1.0	25.1
9	C=C(C)C1Cc2nc(N)nc(C)c2C1 (stereo not drawn)	i	7.0	-0.1	13.6	3.9	4.2	-0.1	-4.3	-6.0	12.6
10	Cc1noc(C)c1S(=O)(=O)N(C)C[C@H]1OCc2cn(nn2)CCCC(=O)N([C@H](C)CO)C[C@@H]1C	i	0.6	0.4	4.4	2.0	7.6	-1.6	4.9	.	3.6
11	CCCc1ccc2oc(C(=O)N3CCC[C@H]3CO)c(C)c2c1	i	-0.7	-1.8	0.0	0.2	-0.7	-1.8	-3.9	-2.8	-0.5
12	CC(=O)N1CCC(N(CCN2CCOCC2)C(=S)Nc2cc(C)cc(C)c2)CC1	i	-0.5	10.4	1.8	5.2	7.9	5.9	4.2	-5.4	4.6
13	COc1ccc(C=O)cc1OC(=O)N1CCOCC1	i	0.1	0.3	-0.5	2.4	12.8	-2.9	-2.9	-15.2	19.8
14	O=C(N/N=C/c1c(Cl)cccc1Cl)c1cccc(F)c1	i	0.5	-1.2	1.7	-5.9	1.8	1.9	5.9	0.0	5.2
15	Cc1cc(O)c(C(C)C)cc1N=Nc1ccccc1C(=O)O	+	9.6	5.1	1.3	22.4	-80.0	-34.9	-3.0	-13.7	15.8
16	CN(c1ccccc1)S(=O)(=O)c1cccc(NC(=O)Cc2ccc(Cl)cc2)c1	i	2.7	-0.3	-2.4	3.2	8.6	2.3	-6.7	-9.0	10.1
17	Cc1ccc(CC(=O)Nc2ccc(S(=O)(=O)Nc3nccc(C)n3)cc2)cc1	i	-0.2	-1.1	-3.7	9.7	3.5	1.3	6.0	-1.9	7.5
18	O=C(CSc1ncc(-c2ccc(F)cc2)[nH]1)N1CCCCC1	i	-1.4	-0.9	-0.4	1.9	-6.4	-3.6	-1.8	-3.0	-4.2
19	COC(Cc1nnc(SC)n1-c1ccccc1)OC	i	0.5	-1.2	5.5	-6.3	7.7	0.5	1.2	-2.5	-29.9
20	O=C1c2ccccc2C(c2nnnn2-c2ccc3c(c2)OCCO3)N1Cc1ccc2c(c1)OCO2 (stereo not drawn)	.	0.1	.	.	-0.2	7.5	3.1	-6.4	.	7.0
21	O=C(Cn1cc(C(F)(F)F)ccc1=O)Nc1cccc(S(=O)(=O)N2CCOCC2)c1	i	-0.5	-1.5	5.3	4.9	0.0	-1.9	-0.3	2.6	-4.8
22	Nc1nc(SCc2ccc(Cl)cc2Cl)nc2nc3c(cc12)CCCC3	+	26.6	9.5	90.0*	-12.4	-18.2	2.0	36.4*	97.1*	5.7
23	Cc1cc(C)cc(NC(=O)CSc2nc3c(c(=O)[nH]2)CN(Cc2ccc(F)cc2)CC3)c1	i	-0.2	-3.3	-2.4	9.5	-6.6	10.8	17.1	-1.9	-2.8
24	CC(C)Cn1c(-c2cccs2)nc2nc3ccccc3nc21	i	1.6	0.3	-1.1	-5.6	-9.9	-17.7	10.6	11.5	11.3
25	Cc1cc(C)c2c(=O)[nH]c(SCC(=O)Nc3ccc(Br)cc3)nc2n1	i	-1.1	0.7	0.6	4.3	-3.6	9.2	22.5	4.0	10.0
26	CCOC(=O)C1CCN(CC(O)COCc2ccc(Cl)cc2)CC1 (stereo not drawn)	i	-1.7	-1.1	0.1	1.4	14.2	-2.6	-5.4	-8.8	3.3
27	O=C1C=C(NCc2ccc(Cl)c(Cl)c2)C2(CCCCC2)O1	i	2.0	3.5	-1.3	0.0	-5.8	0.3	0.6	-7.3	1.4
28	C=CCn1c(=O)c(C(=O)NC2CC2)c(O)c2cc(OC)c(OC)cc21	i	0.9	-1.7	-1.2	1.8	3.6	-11.2	-0.9	-5.7	3.8
29	Cc1nnc(SCC(=O)NCC2COc3ccccc3O2)s1 (stereo not drawn)	i	0.0	-2.8	-2.6	-3.6	2.2	3.3	-4.8	-8.2	-0.5
30	Cc1cc(/C=N/NC(=O)c2cccnc2)c(C)n1CC(C)C	i	0.0	0.3	-1.7	-1.3	-2.9	0.3	3.7	-10.7	-6.7
31	Cc1ccc(S(=O)(=O)N2CCCOC2CNC(=O)C(=O)NCc2ccc3c(c2)OCO3)cc1 (stereo not drawn)	i	-0.4	1.7	-2.5	2.0	13.6	1.9	-10.2	-7.2	-13.4
32	Nc1cc(=O)[nH]c(SCC(=O)Nc2ccc(S(=O)(=O)N3CCOCC3)cc2)n1	i	-1.4	3.2	-5.9	-4.3	-1.9	8.4	0.0	-1.7	34.6*
33	Cc1cc2c(SCc3ccccc3Cl)nc(N)nc2nc1C	.	2.7	-2.2	3.3	-16.0	-53.4	-18.2	-0.9	-5.0	24.4
34	COc1ccccc1N1C(=O)S/C(=C\c2cccs2)C1=O	i	0.8	-0.9	0.7	1.0	24.1	-0.7	-4.2	-1.8	18.8
35	CCOC(=O)C(C)Sc1nnc(CSc2nc3nc(C)cc(C)n3n2)o1 (stereo not drawn)	i	0.0	-1.7	10.5	-5.5	1.1	-4.0	-0.7	-5.2	0.1
36	COc1cc(C(C)=O)ccc1OCC(=O)NC(=O)Nc1ccc(C)cc1C	i	-0.7	1.5	17.8	1.7	4.2	-7.1	4.1	0.7	-3.2
37	Cc1ccc2c(COC(=O)c3n[nH]c4ccccc34)cc(=O)oc2c1	i	0.8	18.8	-3.0	-2.2	-14.0	2.8	24.7	-1.8	4.8
38	Cc1ccc(S(=O)(=O)N2CCN(C(=O)CCC(=O)Nc3ccc(Br)c(C)c3)CC2)cc1	i	2.2	-1.7	-6.4	-4.4	16.7	-9.8	-12.8	-8.2	4.3
39	COc1ccc(CC(=O)NCCS(=O)(=O)N2CCN(c3ccccc3)CC2)cc1	i	0.8	4.0	2.5	-1.6	1.2	5.6	-3.5	1.2	4.1
40	CC(=O)c1cccc(-c2ccc3c(c2)C(C)(Cc2ccccc2F)C(=O)N3)c1 (stereo not drawn)	i	1.6	4.0	0.0	-0.5	-7.9	6.0	-7.5	.	11.3
41	CCCCCCn1c(=O)n2n(c1=O)[C@@H]1CN(S(=O)(=O)c3ccc(C)cc3)C[C@]1(O)[C@@H](OC(=O)NCC1CCCCC1)C2	i	0.7	1.5	-15.9	-1.2	-3.6	0.4	-3.1	.	-0.2
42	COc1ccc(NC(=S)N2CCC(N(C)CCN3CCOCC3)CC2)cc1Cl	i	-5.9	3.1	2.1	-0.2	-7.3	4.2	-0.3	-4.6	3.4
43	COc1ccc(/C=N/NC(=O)c2ccc(N(C)S(=O)(=O)c3ccccc3)cc2)cc1	i	1.9	0.6	-5.2	0.0	8.0	4.7	5.6	-4.0	4.3
44	COc1ccc(NC(=O)C(CC(=O)O)Cc2ccc(C)cc2)cc1 (stereo not drawn)	i	-2.8	-2.6	-6.7	-7.2	-72.2	2.6	-6.9	-0.8	-2.1
45	Cc1nc(C(Cl)(Cl)Cl)nc2[nH]ccc(=O)c12	i	0.5	-1.3	3.9	-4.1	8.1	2.7	6.2	-1.3	-6.6
46	O=C(CNC(=O)c1ccco1)NCC(=O)OC(C(=O)c1ccccc1)c1ccc(Cl)cc1 (stereo not drawn)	i	0.1	0.6	-13.9	-0.1	9.9	-1.8	-5.1	-1.9	20.9
47	Cc1n[nH]c(C)c1CCCCOc1ccccc1[N+](=O)[O-]	i	-0.8	0.0	-1.9	-5.1	4.6	-8.4	1.7	-3.7	20.7
48	Cc1cc(C)nc(SCCC(=O)N(C)C)n1	i	-1.4	0.7	6.7	-0.9	-2.6	2.2	-3.7	-1.7	7.8
49	O=C(Nc1ccc2c(c1)OCO2)c1cc(C2CCCCN2C(=O)OCCF)on1 (stereo not drawn)	i	0.1	0.7	-2.6	-3.2	-6.9	2.9	-0.3	.	19.1
50	CNC(=O)NC(=S)NC(=O)c1cccc(Cl)c1	i	0.0	1.9	2.8	-6.1	-5.1	0.5	1.1	-1.4	9.0

# Complete entries, looked up by structure. Values in the order: Rpn11 block, LMPTP inh, STEP block, DNMT1 inh, MT1-MMP act inh, CendR NRP1 mod, SUMO1-SIM PPI, NadD inh, Scp1 inh, SKN-1 block
# Shown for Nc1cc(=O)[nH]c(SCC(=O)Nc2ccc(S(=O)(=O)N3CCOCC3)cc2)n1 → i, -1.4, 3.2, -5.9, -4.3, -1.9, 8.4, 0.0, -1.7, 34.6*
# Shown for CCOC(=O)C(C)Sc1nnc(CSc2nc3nc(C)cc(C)n3n2)o1 (stereo not drawn) → i, 0.0, -1.7, 10.5, -5.5, 1.1, -4.0, -0.7, -5.2, 0.1
# Shown for COc1ccc(CC(=O)NCCS(=O)(=O)N2CCN(c3ccccc3)CC2)cc1 → i, 0.8, 4.0, 2.5, -1.6, 1.2, 5.6, -3.5, 1.2, 4.1
# Shown for CCCCCCn1c(=O)n2n(c1=O)[C@@H]1CN(S(=O)(=O)c3ccc(C)cc3)C[C@]1(O)[C@@H](OC(=O)NCC1CCCCC1)C2 → i, 0.7, 1.5, -15.9, -1.2, -3.6, 0.4, -3.1, ., -0.2

# The order is random (roughly 3.9% active in at least one column).
